# Screening results from PubChem.
# LRH-1 inv ag – inverse agonists of human LRH-1 (NR5A2) | O00482 | HEK293T StAR-luciferase reporter, LRH-1 transfected, 24 h | inhibition, % at 3.6 µM | 360,000 tested, 0.13% active | AID 602396;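 active = inhibition above the mean inhibition of all tested compounds plus 3 SD, cut at about 73% in these data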;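 note: 0% = DMSO wells and 100% = reporter-only cells lacking LRH-1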
# Target sequence (O00482 whole entry, looked up): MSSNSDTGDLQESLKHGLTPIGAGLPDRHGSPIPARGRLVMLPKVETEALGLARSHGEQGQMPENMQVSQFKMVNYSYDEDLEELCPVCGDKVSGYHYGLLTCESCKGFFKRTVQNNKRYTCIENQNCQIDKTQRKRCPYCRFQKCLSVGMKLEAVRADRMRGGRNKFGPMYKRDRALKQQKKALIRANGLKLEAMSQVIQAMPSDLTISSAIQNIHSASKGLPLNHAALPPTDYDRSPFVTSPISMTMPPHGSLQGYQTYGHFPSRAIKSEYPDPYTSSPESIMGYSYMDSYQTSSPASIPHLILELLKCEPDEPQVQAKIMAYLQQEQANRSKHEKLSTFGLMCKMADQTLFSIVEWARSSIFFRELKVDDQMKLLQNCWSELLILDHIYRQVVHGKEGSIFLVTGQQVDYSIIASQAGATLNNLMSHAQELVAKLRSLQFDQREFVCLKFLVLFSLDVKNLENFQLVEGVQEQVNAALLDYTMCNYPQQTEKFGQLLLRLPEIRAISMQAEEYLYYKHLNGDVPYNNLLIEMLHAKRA
# NCOA2 inhibitor – inhibits human steroid receptor coactivator 2 | Q15596 | AID 651957 | 370,000 tested, 0.17% active | HEK293 GAL4-SRC2 luciferase reporter, luminescence | inhibition, % at 9 µM;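 active = inhibition above the mean inhibition of all tested compounds plus 3 SD, set per campaign, cut at about 52% in these data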;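 note: 0% = DMSO treated cells and 100% = cells given Gossypol at 36 µM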
# MC4R antag cAMP – blocks human MC4R cAMP signaling | P32245 | MC4R-expressing cells, MTII-stimulated cAMP, LANCE TR-FRET | inhibition, % at 6.5 µM | 360,000 tested, 0.48% active | AID 540295;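 active = inhibition above its plate's cutoff, the mean of tested wells on that plate plus 3 SD, cut at about 29% in these data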;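 note: 0% = Melanotan II alone and 100% = Melanotan II plus saturating MCL0020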
# Target sequence (P32245 whole entry, looked up): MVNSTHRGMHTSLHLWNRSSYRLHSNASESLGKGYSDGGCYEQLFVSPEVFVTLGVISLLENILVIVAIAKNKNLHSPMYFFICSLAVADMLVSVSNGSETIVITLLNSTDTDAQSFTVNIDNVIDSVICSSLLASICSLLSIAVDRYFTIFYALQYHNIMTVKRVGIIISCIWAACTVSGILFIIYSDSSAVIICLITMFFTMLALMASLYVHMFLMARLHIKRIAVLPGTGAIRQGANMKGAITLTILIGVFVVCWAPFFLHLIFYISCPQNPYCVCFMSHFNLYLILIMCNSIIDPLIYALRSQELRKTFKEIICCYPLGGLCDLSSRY
#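 Test system: U2OS cells stably expressing human melanocortin 4 receptor (MC4R); also added: Melanotan II challenge; compound: 6.5 µM single dose; timing: 30-min compound preincubation, 1-h Melanotan II challenge, 1-h detection, room temperature; signal: Eu-cAMP/anti-cAMP TR-FRET, emission 671 nm; repeats: one well per compound, no replicates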
# NR2F2 inh – inhibitors of human COUP-TFII (NR2F2); P24468; 370,000 tested, 0.7% active; HEK293T NGFI-A luciferase reporter, luminescence; inhibition, % at 8.6 µM; AID 686940;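 active = inhibition above a per-plate cutoff, mean inhibition of test wells between control levels plus 3 SD, cut at about 38% in these data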;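 note: cells cotransfected with COUP-TFII expression vector driving the NGFI-A reporter; 0% = median of COUP-TF2 test wells and 100% = reporter-only cells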
# EBV LMP1 NFkB – inhibitors of Epstein-Barr LMP1-induced NF-kappaB reporter; AID 504558; LMP1-induced NF-kappaB luciferase reporter cells, luminescence; inhibition, % at 12.5 µM; 350,000 tested, 0.69% active; in the data active = inhibition above about 41%;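 note: 0% = neutral control wells and 100% = reference inhibitor control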
# TLR9-MyD88 block – blocks human TLR9 binding to MyD88 | Q9NR96+Q99836 | CHO BLA complementation TLR9-MyD88, CCF4 FRET ratio | inhibition, % at 4.98 µM | 340,000 tested, 0.21% active | AID 504734;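 active = inhibition above the mean over all tested compounds plus 3 SD, cut at about 21% in these data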;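 note: 0% = DMSO only wells and 100% = clavulanate BLA inhibitor control wells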
# MC4R ag barr – activates human MC4R beta-arrestin recruitment; P32245; U2OS MC4R beta-arrestin complementation, luminescence; percent of melanotan II response, DMSO zero; activation, % at 8.9 µM; 360,000 tested, 0.98% active;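 active = activation above a per-plate cutoff, the mean activation of sample wells on that plate plus 3 SD, cut at about 8% in these data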
# NOD2 RIPK2 PPI – blocks binding of human NOD2 to RIPK2. O43353. CHO BLA complementation NOD2-RIPK2, CCF4 ratio. inhibition, % at 4.98 µM. 360,000 tested, 0.38% active; in the data active = inhibition above about 21%;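 note: 0% = vehicle only and 100% = reference blocker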
# SRC3 inh – inhibitors of human steroid receptor coactivator 3 (SRC3) | Q9Y6Q9 | HEK293 GAL4-SRC3 luciferase reporter, luminescence | inhibition, % at 3.6 µM | 360,000 tested, 0.17% active | AID 588352;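 active = inhibition above a per-campaign cutoff, the mean of all compounds plus 3 SD, cut at about 60% in these data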;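 note: 0% = DMSO-treated cells and 100% = gossypol-treated cells at 36 µM; higher means less SRC3-driven luciferase light from the GAL4 reporter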
# NCOA1 inh – inhibitors of human steroid receptor coactivator 1 (SRC1); AID 588354; inhibition, % at 3.6 µM; 360,000 tested, 0.12% active; HEK293 GAL4-SRC1 luciferase reporter, luminescence; Q15788;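 active = inhibition above the campaign mean plus 3 SD, with each screening campaign given its own cutoff, cut at about 60% in these data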;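 note: 0% = DMSO treated cells and 100% = gossypol at 36 µM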
# ABHD5 PLIN5 PPI – ABHD5-PLIN5 protein interaction inhibition. 360,000 tested, 0.78% active. Split G. princeps luciferase complementation, luminescence, 4 h. AID 602281. Q00G26+Q8WTS1. inhibition, % at 4 µM;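 active = inhibition above the mean inhibition across every tested compound plus 3 SD, cut at about 22% in these data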;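 note: 0% = DMSO only wells and the 100% control is not disclosed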
# * = called active by the depositor. The list is partial; count on the stated rates, not on these rows.
SMILES,LRH-1 inv ag,NCOA2 inhibitor,MC4R antag cAMP,NR2F2 inh,EBV LMP1 NFkB,TLR9-MyD88 block,MC4R ag barr,NOD2 RIPK2 PPI,SRC3 inh,NCOA1 inh,ABHD5 PLIN5 PPI
COc1ccc(CCNC(=O)c2cccnc2Cl)cc1OC,-11,-12,18,-6,7,-2,1.8,3,11,-1,-3
CCN(C[C@H]1N[C@@](Cc2ccccc2)(C(=O)OC)[C@H]2C(=O)N(Cc3ccccc3)C(=O)[C@@H]12)C(=O)Nc1ccc(C(F)(F)F)cc1,-4,-22,6,-24,4,-9,-0.6,-10,6,9,-9
CC1(C)CC(CCC(=O)Nc2ccc(S(N)(=O)=O)cc2)C(=O)O1 (stereo unspecified),4,-24,12,-9,-3,0,1.1,2,6,4,-1
CC(C)c1ccc(NC2CCCN(C(=O)c3ccccc3-c3ncc[nH]3)C2)cc1 (stereo unspecified),-4,20,-1,0,-9,1,-1.7,-5,1,-37,-5
Cc1ccc(C(=O)Nc2ccc(NC(=O)c3ccccc3Cl)c(C)c2)cc1,-29,-16,-12,-18,-12,-9,2.8,3,-22,-62,-1
C/C(=N\NC(=O)c1cccs1)c1c(O)cc(C)oc1=O,-110,-52,8,-47,-3,-16,-4.8,4,-54,-71,0
CCCCCCCSc1ncnc2[nH]ncc12,-7,16,-11,-21,4,0,7.0,6,-34,-49,-4
CCOC(=O)C(NC(=O)OC(C)C)(Nc1nccs1)C(F)(F)F (stereo unspecified),4,-1,6,-17,-7,-7,-1.8,5,-6,-10,-2
Cc1cccc(Nc2nc3c(c(=O)n(C)c(=O)n3C)n2CC(O)CO)c1 (stereo unspecified),4,-2,8,12,-8,3,-2.2,-12,-16,-2,-9
O=C(/C=C/c1ccccc1)Oc1ccc(C(=S)N2CCOCC2)cc1,0,-23,-2,22,-10,-3,-1.9,5,5,14,8
CN(C)CCCN(Cc1ccccc1)C(=S)Nc1cccc(C(F)(F)F)c1,0,-11,15,10,-5,-5,2.0,1,2,-5,9
CCO[C@@H]1OC(C(=O)NCc2nc3ccccc3[nH]2)=C[C@H](C2CCCCC2)[C@H]1CCCO,-10,-2,11,-6,6,-3,0.7,3,-14,-3,1
Cc1ccc(N(C)S(=O)(=O)c2ccc3[nH]cc(C(=O)NCCCN4CCOCC4)c(=O)c3c2)cc1C,28,-4,-2,2,2,9,-2.2,2,11,1,6
Cc1ccccc1Cn1nnc(C(=O)Nc2ccc3c(c2)OCCO3)c1N,-125,-48,-7,-41,-53,1,-1.7,-9,-105,-62,-11
CCCn1c(NCc2ccc3c(c2)OCO3)nc2ccccc21,-36,-27,9,-22,-1,8,2.5,4,-25,-60,-3
COc1ccc2oc(=N)c(C(=O)NCc3ccccc3)cc2c1,11,19,5,-10,-1,12,-1.6,-8,2,-3,-1
CCc1ccc(-c2cn(-c3nc(C)cc(C)n3)c(=N)o2)cc1,-13,6,9,24,12,-8,0.4,-1,0,-6,6
CCN(CCCNC(=O)C1CCN(C(=O)c2cc3sccc3n2C)CC1)Cc1ccccc1,-23,-6,8,4,0,-1,-0.3,-5,-13,-52,8
COc1c(Br)cc(Br)cc1/C=C1/C(=O)N=C(N)N1C,-5,13,-7,5,2,-5,-2.8,1,8,6,0
COc1ccc(OC)c(NC(=O)CCn2ccnc2)c1,-1,-8,2,-3,7,-15,-1.7,2,14,7,8
O=[N+]([O-])c1ccc(N2CCCCC2)cn1,-16,-19,-4,7,5,0,-0.8,4,-7,-2,5
O=C(O)CSc1nnc(-c2ccccc2O)n1Cc1ccccc1,13,6,3,4,7,-1,-0.7,-16,-39,6,-3
CC1CCC2CCCCC2N1C(=O)c1cc([N+](=O)[O-])cc([N+](=O)[O-])c1 (stereo unspecified),-20,8,7,-1,-12,8,0.5,0,3,-7,10
Nc1nc(CSc2nnc(-c3cccc(F)c3)n2-c2ccccc2)nc(N2CCOCC2)n1,6,-25,3,1,-3,-4,-1.7,-17,-6,3,-6
COC(=O)C1CN(C(=O)COc2ccc(C)c(C)c2)c2ccccc2O1 (stereo unspecified),-3,1,4,9,-6,-2,-1.3,-2,3,22,-8
SMILES,LRH-1 inv ag,NCOA2 inhibitor,MC4R antag cAMP,NR2F2 inh,EBV LMP1 NFkB,TLR9-MyD88 block,MC4R ag barr,NOD2 RIPK2 PPI,SRC3 inh,NCOA1 inh,ABHD5 PLIN5 PPI
O=C(C1CCC(Cn2c(=S)[nH]c3ccccc3c2=O)CC1)N1CCN(c2ccccn2)CC1 (stereo unspecified),-4,-11,3,8,18,2,-0.3,5,-6,-7,0
CCCN1CCN(CC(=O)NCC(=O)Nc2cccc(C)c2C)CC1,-2,-6,1,3,1,3,-3.1,3,-5,4,-4
O=C(NC12CC3CC(CC(C3)C1)C2)c1c(Cl)cccc1Cl,15,23,3,-4,-6,9,-2.3,7,-18,0,-1
O=[N+]([O-])c1ccc(C(O)C23CN4CN(CN(C4)C2)C3)cc1 (stereo unspecified),-2,21,0,5,-3,-3,-1.9,-5,-2,-2,-10
CCN(C(=O)CN1CCN(c2cccc(C(F)(F)F)c2)CC1)c1c(N)n(Cc2ccccc2)c(=O)[nH]c1=O,14,12,-1,-2,-3,2,-0.1,-14,24,13,3
Cc1c(NS(=O)(=O)c2cccc(C(=O)O)c2)c(=O)n(-c2ccccc2)n1C,4,3,14,-8,4,-13,-3.6,-12,-12,10,2
COc1cc(Cl)c(C)cc1NC(=O)CSc1nnc(-c2cccnc2)n1Cc1ccco1,0,-18,13,12,8,5,-1.0,-3,17,1,4
Cc1ccccc1OCCOC(=O)c1nc2nccc(C)n2n1,-2,8,13,8,-1,-3,-1.3,-6,-1,-3,4
CC(=O)OCc1c(C)cc(C)c(/C=C(/C#N)C(N)=O)c1C,-2,-4,1,7,1,4,0.2,2,-7,-19,-3
CCc1ccccc1NC(=O)NC(C)c1ccc2c(c1)OCO2 (stereo unspecified),-13,19,6,-11,7,-6,-1.4,1,5,2,-11
O=C(O)CSc1nnc(-c2cccc(S(=O)(=O)N3CCOCC3)c2)n1-c1cccc(Cl)c1,-9,-24,6,-1,-2,5,1.3,-10,-6,1,0
COc1cccc(CN2CC(C(=O)NCCCc3ccc(C)cc3)CCC2=O)c1 (stereo unspecified),-29,-13,3,-5,-1,0,0.4,4,-6,-42,-3
N#CC1=C(N)N(c2ccccc2)C2=C(C(=O)CCC2)C1c1ccsc1 (stereo unspecified),-3,-7,1,-19,-5,9,-1.2,-9,-9,8,1
COc1ccc(-c2nc3n(c(=O)c2C#N)CCS3)cc1OC,-2,-17,2,-27,7,3,-0.9,-4,-31,2,-7
COc1ccc(OCc2nc3ccc(S(=O)(=O)Nc4ccccc4Cl)cc3[nH]2)cc1,-17,-19,19,6,-3,3,-0.6,3,22,3,2
CC(=O)Nc1ccc2c(c1)CCCC2=O,-5,-28,8,2,-2,-6,-2.4,3,11,-30,-2
O=C(CNc1ccc(F)cc1)N/N=C1\CCCc2ccccc21,-30,15,30*,-16,-12,-4,-0.9,0,-6,-5,-1
Cc1ccn(-c2n[nH]c(C)c2[N+](=O)[O-])n1,4,-3,7,9,6,2,-1.9,-10,3,-11,3
CCOC(=O)c1c(NC(=O)c2ccoc2C)sc2c1CCC2,12,-14,6,0,15,-5,0.9,-6,-1,-39,-6
CC(NC(=O)Cn1c(=O)oc2cc(S(=O)(=O)N3CCCC3)ccc21)c1ccccc1 (stereo unspecified),-14,-19,6,7,-2,-8,-0.1,8,-14,3,8
CC(C)N=C1CC(C)(C)CC(=O)/C1=C(/O)CCCN1C(=O)c2ccccc2C1=O,-6,5,8,-9,-4,0,-1.2,-9,-11,4,0
CC1(C)Oc2ccc(C(=O)Nc3ccccc3)cc2N(CC#N)C1=O,-39,-23,-2,-1,-2,-8,0.3,-9,-13,-8,-9
O=C1C2C3C=CC(C4CC34)C2C(=O)N1c1cc(Cl)ccn1 (stereo unspecified),-2,-4,8,8,6,9,-0.9,2,17,-9,-2
O=C(NC1CCCc2ccccc21)C1CCC(CNS(=O)(=O)c2cccc3nsnc23)CC1 (stereo unspecified),9,10,2,6,5,-6,-1.6,5,-4,-9,-1
COc1ccc(C(=O)N2CCCC(c3nc(-c4cccs4)no3)C2)cc1 (stereo unspecified),18,0,-5,6,10,-3,-0.5,0,7,-18,1
SMILES,LRH-1 inv ag,NCOA2 inhibitor,MC4R antag cAMP,NR2F2 inh,EBV LMP1 NFkB,TLR9-MyD88 block,MC4R ag barr,NOD2 RIPK2 PPI,SRC3 inh,NCOA1 inh,ABHD5 PLIN5 PPI
CCOc1ccccc1NC(=O)CSc1nnc(Cc2ccc(OC)cc2)c(=O)n1N,-7,-6,4,16,3,-11,-0.9,-10,13,-5,-18
CC1=C(C(=O)Nc2ccc(C)cc2C)C(c2cccs2)NC(=S)N1 (stereo unspecified),-22,-5,7,12,-16,2,-1.1,-5,-1,-24,0
CCOc1ccc(S(=O)(=O)NCCC(=O)N2CC=C(c3ccccc3)CC2)cc1,12,-17,1,11,13,-1,3.0,-4,23,-22,17
COc1ccc(C(C(=O)NC(C)(C)C)N(CC2CCCO2)C(=O)CCC(=O)Nc2cc(C)on2)cc1 (stereo unspecified),20,-8,1,10,1,-1,-1.9,-1,-1,-4,1
C/C(=C\C(=O)Nc1cscc1C)C(=O)O,6,-3,3,2,-3,1,-0.7,-3,10,-50,6
Cc1ccc(S(=O)(=O)N2CCC[C@H]2C(=O)OCC(=O)c2ccc3c(c2)NC(=O)CO3)cc1,-1,-20,18,-3,14,-4,-2.1,-3,9,-13,-5
O=C(CCc1nc2ccccc2c(=O)[nH]1)N1CCCc2ccccc21,-31,-85,-2,-6,0,6,-3.7,-1,-10,-7,-2
CCCCn1c(N)c(N(Cc2ccccc2OC)C(=O)CC2OC(=O)c3ccccc32)c(=O)[nH]c1=O (stereo unspecified),-2,12,-2,5,-2,2,-2.6,-8,-6,-7,-10
Cc1ccc(-c2cnc3n2CCCCC3)cc1,-3,-25,33*,-6,10,7,2.6,-14,2,-9,1
Cc1ccccc1CSCCNS(C)(=O)=O,11,-10,2,1,7,0,1.3,12,-17,-7,5
CC(=O)N1CCOc2ccc(S(=O)(=O)N3CCC(C(=O)Nc4ccc(C)c(C)c4)CC3)cc21,-10,-9,8,17,-8,-6,-2.6,-3,11,5,-8
COc1cnc(-c2ccccc2)nc1Oc1cccc(C)c1C,5,-2,0,1,-9,-16,3.1,5,12,2,-5
CCCc1nn2c(=O)cc(COc3cccc(NC(=O)c4ccco4)c3)nc2s1,-25,11,-3,-8,5,0,-1.2,-2,8,1,4
